From PubChem BioAssay
Rac1 GTP hydrolysis – MgcRacGAP GTPase-activating activity inhibitors, confirmation, biochemical, ADP Hunter fluorescence; MgcRacGAP-stimulated Rac1 GTP hydrolysis, ADP Hunter fluorescence; higher % means a stronger effect; GST-tagged Rac1 F28L mutant substrate; inhibition, % at 30 µM; hits with a dose series show IC50 in µM; 0.6% of 340,000 active;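 active = first-screen hits whose inhibition reached a set limit at any dose in the follow-up dose series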;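 note: fluorescence reports GDP produced by GAP-driven GTP hydrolysis; strong numbers were not always called active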
HEK293 NOD2/NF-kB – NOD2 signaling inhibitors, cell-based, luminescence, uHTS, HEK293 (AID 1566); 0.63% of 290,000 active; inhibition, % at 4 µM, or EC50 in µM where a hit was titrated; HEK293 NOD2/NF-kB luciferase reporter, luminescence; higher % means a stronger effect; note: many of its hits are not listed in these tables
KOR beta-arrestin-1 – KOR antagonists, beta-arrestin recruitment, cell-based, luminescence, uHTS (AID 1778) | KOR beta-arrestin recruitment, luminescence, antagonist mode; higher % means a stronger effect | 0.091% of 290,000 active | one-dose inhibition, % at 10 µM; IC50 in µM for titrated hits; note: strong numbers were not always called active
GPR55 antagonists – GPR55 antagonists blocking LPI-driven arrestin recruitment, primary screen, imaging, U2OS, beta-arrestin-GFP, LPI agonist (AID 2013); inhibition, % at 10 µM; hits with a dose series show IC50 in µM; U2OS GPR55 beta-arrestin-GFP translocation imaging, LPI antagonism; higher % means a stronger effect; 0.13% of 290,000 active;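 active = spots per cell inhibited over 60%, with over 100 cells counted and total cytoplasm intensity under 500,000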;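 note: U2OS cells stably carrying GPR55 and arrestin-GFP stimulated by 5 µM LPI near EC80; imaged beta-arrestin-GFP aggregate spots per cell after agonist stimulation; plate controls were LPI-stimulated DMSO wells for no effect and DMSO wells without LPI for full effect; some results filed as inactive read as strong as hits; confirmed hits need IC50 under 10 µM and bright autofluorescent wells are also inconclusive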
HIV peptide binding – inhibitors of HIV fusion peptide binding, primary screen, biochemical, uHTS, fluorescence dequenching (AID 1986). cell-free peptide binding, fluorescence dequenching, 30 min; higher % means a stronger effect. inhibition, % at 20 µM, or IC50 in µM where a hit was titrated. 0.3% of 290,000 active; in the data active = inhibition mostly above about 52%, no sharp cut-off; inactive = mostly below about 76%; note: some results filed as inactive read as strong as hits
KOR beta-arrestin-2 – KOR agonists, beta-arrestin recruitment, primary screen, cell-based, luminescence, uHTS (AID 1777) | KOR beta-arrestin recruitment, luminescence; higher % means a stronger effect | activation, % at 10 µM, or EC50 in µM where a hit was titrated | 0.02% of 280,000 active; in the data active = activation above about 50%, passing the limit was not always enough; note: a part of the inactive calls stands beside numbers as strong as those of hits
NOD1 inhibition – inhibition of NOD1-driven NF-kB reporter – cell-based, luminescence, uHTS, primary screen (AID 1578) | NOD1-driven NF-kB luciferase reporter cells, luminescence; higher % means a stronger effect | inhibition, % at 4 µM, or EC50 in µM where a hit was titrated | 1% of 290,000 active; in the data active = inhibition mostly above about 36%, no sharp cut-off; inactive = mostly below about 34%;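 note: HEK-293T reporter cells stimulated with the NOD1 agonist gamma-tri-DAP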
Large T inhibition – SV40 large T antigen inhibitors, biochemical (AID 1903); inhibition, % at 20 µM, or IC50 in µM where a hit was titrated; 0.39% of 310,000 active; SV40 large T antigen ATPase/helicase inhibition assay; higher % means a stronger effect; in the data active = a potency from the dose series; note: strong numbers were not always called active
GPR55 beta-arrestin – selective activators of receptor GPR55 – imaging, U2OS cells, beta-arrestin-GFP redistribution, primary screen (AID 1961); one-dose activation, % at 10 µM; EC50 in µM for titrated hits; U2OS GPR55 beta-arrestin-GFP redistribution imaging; higher % means a stronger effect; 0.048% of 290,000 active;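 active = activation above 40% with more than 50 cells counted in the well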;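 note: U2OS osteosarcoma cells stably expressing GPR55 and beta-arrestin-GFP; plate controls were DMSO negative control for no effect and LPI positive control for full effect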
Active calls of the source: *; . = not tested or not shown; [ ] = dose if it differs, or a comment. Cut-off read from the data, not from the text of the source, unless noted: active = inhibition above about 50%; inactive = the rest. Only part of the results is shown; rates above refer to the full screens.

Order of values – Rac1 GTP hydrolysis	HEK293 NOD2/NF-kB	KOR beta-arrestin-1	GPR55 antagonists	HIV peptide binding	KOR beta-arrestin-2	NOD1 inhibition	Large T inhibition	GPR55 beta-arrestin
[1] COc1ccc(-c2nc(CCNC(=O)c3ccc(Br)o3)cs2)cc1
→ 0%	11%	-33%	9%	0.0%	-1.7%	30%	3%	0.3%
[2] Cc1ccc(NC(=S)N(CCN(C)C)C(C)c2cccnc2)cc1 (stereo not drawn)
→ 6%	-7%	-31%	9%	-0.1%	8.6%	-16%	9%	0.0%
[3] CCN(CC)S(=O)(=O)c1ccc(/C=C/C(=O)OCC(=O)c2c(N)n(C)c(=O)n(C)c2=O)cc1
→ 3%	14%	20%	-4%	0.1%	-0.7%	-23%	5%	0.6%
[4] NS(=O)(=O)c1cccc(NC(=O)Nc2ccccc2)c1
→ -3%	6%	12%	-4%	0.0%	0.9%	12%	14%	-0.2%
[5] Cc1ccc([N+](=O)[O-])c(NC(=O)COC(=O)C2CC3CCCC(C2)C3=O)c1C (stereo not drawn)
→ 9%	5%	24%	3%	-1.0%	-5.8%	-26%	8%	-0.1%
[6] CCCCOC(=O)NC1(C)CCS(=O)(=O)C1 (stereo not drawn)
→ 1%	3%	6%	5%	0.7%	13%	15%	8%	0.1%
[7] Cc1cccc(-c2ocnc2C(=O)N2CCN(C(=O)c3cccs3)CC2)c1
→ 4%	28%	-31%	-13%	-0.1%	0.1%	-25%	12%	-0.1%
[8] COc1ccc(OCCSc2nnc(-c3ccccc3)n2N)cc1
→ 5%	31%	12%	-5%	-0.1%	-0.2%	16%	27%	-0.2%
[9] c1ccc(N2CCN(Cc3ccsc3)CC2)nc1
→ 30%	1%	17%	3%	2.7%	-0.3%	-16%	18%	0.3%
[10] CCOC(=O)C1CCN(C(=O)Cc2cccc3ccccc23)CC1
→ 12%	13%	-21%	0%	-4.2%	0.0%	41%	9%	0.9%
[11] COc1cccc(C2CC(c3c(-c4ccccc4)c4cc(Cl)ccc4[nH]c3=O)=NN2S(C)(=O)=O)c1OC (stereo not drawn)
→ -1%	20%	15%	11%	1.1%	-0.9%	61%	0%	0.2%
[12] O=C(O)C1CCN(S(=O)(=O)N2CCOCC2)CC1
→ 8%	-6%	12%	19%	1.1%	-2.8%	9%	0%	0.1%
[13] COc1ccc2[nH]cc(CCNC(=O)c3ccc4ccccc4n3)c2c1
→ 9%	-8%	-10%	-4%	-2.0%	-5.2%	-38%	6%	-0.2%
[14] Cc1ccc(C)c(Cn2c(CN(C)Cc3ccccc3)nc3c2c(=O)n(C)c(=O)n3C)c1
→ 4%	13%	-38%	0%	-0.8%	3.3%	28%	11%	0.4%
[15] Cc1cc(C)cc(N2C(=O)CSC2c2ccccn2)c1 (stereo not drawn)
→ 5%	11%	18%	14%	0.2%	0.6%	-21%	5%	-0.7%
[16] CN(CC(=O)NCC1CCCO1)S(=O)(=O)c1cc(Cl)ccc1Cl (stereo not drawn)
→ -4%	0%	-15%	8%	0.7%	-3.4%	5%	11%	0.7%
[17] CCCn1nc(NS(=O)(=O)c2cccc3nonc23)c2cc3ccccc3nc21
→ 15%	17%	-44%	-29%	2.6%	0.0%	2%	25%	-0.1%
[18] O=C(O)CN=C1CC(c2ccccc2)CC(=O)/C1=C(/O)CCCN1C(=O)c2ccccc2C1=O (stereo not drawn)
→ .	9%	11%	-4%	-0.9%	1.8%	-14%	5%	0.1%
[19] CO/N=C\CC(=O)Nc1ccc(Cl)cc1Cl
→ 2%	-73%	-65%[20 µM]	-22%	0.8%	0.4%	32%	7%	-0.1%
[20] CCc1ccc(C(C)(O)C(CN2CCOCC2)c2ccccc2)cc1 (stereo not drawn)
→ 4%	-5%	2%	5%	-1.8%	-0.8%	-6%	12%	-0.1%
[21] Cc1cc(OCC(=O)O)c2cccc(C)c2n1
→ 8%	13%	26%	-3%	-0.7%	4.0%	-9%	16%	-0.1%
[22] COc1ccc(NC(=S)NC2CCCCC2)c(OC)c1
→ 2%	-7%	8%	5%	-0.2%	-4.6%	-18%	8%	1.7%
[23] CCOc1ccc(-c2c(=O)n(OCc3nc4ccccc4[nH]3)c3ccccc3[n+]2[O-])cc1
→ 12%	-22%	8%	11%	2.2%	4.0%	-1%	6%	-0.2%
[24] Cc1ccc(C2(c3noc(CN(C)Cc4cnn(C)c4)n3)CCCC2)cc1
→ 4%	11%	-20%[20 µM]	10%	0.7%	.	-23%	8%	0.0%
[25] CCC(C)(C)C1CCc2[nH]nc(C(=O)NN)c2C1 (stereo not drawn)
→ 10%	0%	6%	-2%	-0.4%	-2.2%	-7%	19%	0.3%
[26] COc1cc(NC(=O)Cn2ccsc2=N)cc(OC)c1
→ 10%	6%	3%	10%	-2.3%	.	-2%	8%	-0.2%
[27] O=C(OCc1cc(=O)n2cc(Br)ccc2n1)c1ccc(Cl)c(S(=O)(=O)NCc2ccccc2)c1
→ 14%	1%	-40%	16%	1.3%	0.0%	12%	8%	-0.2%
[28] Cc1cc(C)n(-c2ccc(C(=O)Nc3cccc([N+](=O)[O-])c3)cc2)n1
→ 6%	10%	14%	5%	0.6%	-8.4%	-9%	0%	0.5%
[29] CCOC(=O)C1CCN(Cc2cc(=O)oc3c(C)c(C)ccc23)CC1
→ 5%	10%	-19%	-3%	-1.9%	-2.0%	2%	2%	0.0%
[30] Cc1ccc(/C(O)=C2/C(=O)C(=O)N(CCN3CCOCC3)C2c2cccnc2)cc1 (stereo not drawn)
→ -3%	21%	28%	7%	-1.3%	10%	-1%	6%	0.2%
[31] O=C(CCCc1ccccc1)Nc1ccnn1C1CCN(Cc2ccccc2)CC1
→ -44%	-9%	-14%	-7%	1.2%	3.9%	-3%	.	0.2%
[32] Cc1ccc2ccccc2[n+]1CCCS(=O)(=O)[O-]
→ 7%	18%	24%	-5%	-2.4%	-1.8%	-2%	6%	-0.1%
[33] O=C(C1=C(O)C(=O)N(CCN2CCOCC2)C1c1ccc(F)cc1)c1cc2ccccc2o1 (stereo not drawn)
→ 12%	5%	42%	7%	-0.2%	-3.2%	-41%	14%	-0.1%
[34] CC(=O)Nc1ccc(N(C)S(C)(=O)=O)cc1
→ 4%	1%	-36%	9%	2.2%	6.9%	6%	3%	0.2%
[35] COc1cc(CNCc2cccnc2)ccc1OCC(=O)NC(C)(C)C
→ 6%	18%	12%[20 µM]	0%	0.0%	18%	-14%	10%	0.0%
[36] COc1cccc(NC(=O)CNC(=O)Cn2cnc3sc(C)c(C)c3c2=O)c1
→ 3%	3%	-35%	-12%	-1.2%	2.0%	-20%	10%	-0.1%
[37] O=C(Nc1ccc2c(c1)CCC2)c1ncoc1-c1ccccc1F
→ 9%	-11%	-71%	-10%	0.2%	-1.6%	-35%	.	-0.1%
[38] CC(C)CC(c1nnnn1CCc1ccccc1)N1CCC(C(N)=O)CC1 (stereo not drawn)
→ 4%	11%	-64%	5%	2.0%	1.2%	-25%	21%	1.3%
[39] Cc1csc(NC(=O)C2CC(=O)N(Cc3ccco3)C2)n1 (stereo not drawn)
→ -8%	4%	-7%	-5%	2.1%	-0.2%	-37%	1%	1.0%
[40] Cc1cc(=O)c2cccc(Br)c2[nH]1
→ 10%	15%	14%	-2%	1.9%	-5.7%	-25%	25%	-0.3%
[41] C/C(=N\NC(=O)Cn1c(-c2ccccn2)nc2ccccc21)c1ccccc1
→ 2%	11%	.	6%	-1.0%	.	-17%	6%	0.2%
[42] Cc1ccc(CN(C)C(=O)CC2C(=O)NCCN2CC2CCCCC2)cc1 (stereo not drawn)
→ 3%	-3%	-6%	-1%	-0.5%	0.3%	-25%	6%	0.2%
[43] CC(=O)Nc1cnc(NC(=O)c2cccc(F)c2)cc1C
→ -1%	9%	-23%	8%	-1.6%	10%	41%	1%	-0.3%
[44] COc1ccc(C(=O)CNc2cccc(F)c2)cc1
→ 8%	-34%	-32%	-4%	-1.2%	4.3%	-7%	5%	-0.1%
[45] O=C(CCN1C(=O)/C(=C/c2ccccc2)SC1=S)NNC(=O)c1ccncc1
→ 4%	2%	-21%	1%	-0.9%	-3.2%	-48%	8%	-0.5%
[46] CCn1c(SCC(=O)NCc2ccco2)nc2c(c1=O)SC(C)C2 (stereo not drawn)
→ 7%	-10%	-16%	-7%	0.3%	0.3%	-22%	16%	-0.1%
[47] CC(=O)c1ccc(OCc2cc(C(=O)N(C)CCN3CCOCC3)no2)cc1
→ -23%	23%	-23%	-15%	0.5%	4.8%	-10%	3%	0.3%
[48] COc1cccc(-n2cc(CN(C)Cc3nc(Cc4ccccc4)no3)cn2)c1
→ -6%	7%	-10%	5%	-1.5%	-6.0%	-26%	4%	0.4%
[49] O=[N+]([O-])c1cc(Cl)cc(/C=N\Nc2ccccn2)c1O
→ 5%	.	5%	26%	-1.3%	1.7%	9.1µM*	1%	-0.1%
[50] CC(C)(CC(=O)O)CC(=O)NNc1ncccc1C#N
→ -1%	18%	5%	-11%	0.4%	0.0%	11%	7%	-0.2%

Following part
Order of values – Rac1 GTP hydrolysis	HEK293 NOD2/NF-kB	KOR beta-arrestin-1	GPR55 antagonists	HIV peptide binding	KOR beta-arrestin-2	NOD1 inhibition	Large T inhibition	GPR55 beta-arrestin
[51] CCOC(=O)COc1nc(-c2ccc(Cl)cc2)cc(-c2ccco2)c1C#N
→ 14%	-6%	12%	2%	-0.3%	5.5%	-2%	7%	-0.2%
[52] COc1ccc(CCN(C)C(=O)CSc2nnnn2C)cc1OC
→ 6%	2%	-31%	5%	0.0%	4.3%	7%	20%	1.1%
[53] CSc1ccc(/C=N/Nc2ccc(Cl)c(C(=O)O)c2)cc1
→ 6%	-247%	-9%	9%	20%	1.7%	-23%	11%	-0.1%
[54] O=C1CCN(CCc2ccccc2)CCN1[C@H](CSc1ccc(Br)cc1)c1ccccc1
→ 7%	-21%	7%	1%	4.8%	-3.1%	-3%	-3%	0.7%
[55] CC(c1ccccc1)c1nnc(N)s1 (stereo not drawn)
→ 0%	-4%	-20%[20 µM]	0%	-1.1%	.	-16%	-5%	-0.1%
[56] COc1cccc(C2=NOC(C(=O)N3CCN(C(=O)c4ccco4)CC3)C2)c1 (stereo not drawn)
→ 0%	-3%	8%	6%	-1.2%	1.6%	-29%	3%	-0.1%
[57] Cc1ccc(S(=O)(=O)N2CCN(C(=O)c3ccco3)CC2)c(C)c1
→ 7%	18%	-3%	-4%	-0.4%	5.4%	-5%	0%	0.0%
